# UBC13 inh: UBC13 polyubiquitin chain formation inhibitors, primary screen, biochemical, TR-FRET, uHTS; Ubiquitin-conjugating enzyme E2 N (Homo sapiens), P61088; inhibition, % at 20 µM; 330,000 tested, 0.47% active; in the data active means inhibition above about 45%, passing the limit was not always enough
# Target sequence (P61088 whole entry, looked up): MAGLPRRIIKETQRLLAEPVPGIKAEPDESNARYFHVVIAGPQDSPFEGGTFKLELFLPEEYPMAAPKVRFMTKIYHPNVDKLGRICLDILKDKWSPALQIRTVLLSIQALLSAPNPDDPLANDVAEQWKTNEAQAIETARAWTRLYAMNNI
# SENP6 block: SENP6 protease inhibitors, primary screen, biochemical, luminescence, uHTS; Sentrin-specific protease 6 (Homo sapiens), Q9GZR1; Recombinant SENP6 catalytic domain, aminoluciferin luminescence; inhibition, % at 10 µM; 330,000 tested, 1.8% active; AID 2599, 2010;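 active means inhibition above about 50% at the single tested dose, limit read from the data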;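 further: plate controls were DMSO wells with enzyme for no effect and DMSO wells lacking enzyme for full effect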
# Target sequence (Q9GZR1 628-1112 limits assumed): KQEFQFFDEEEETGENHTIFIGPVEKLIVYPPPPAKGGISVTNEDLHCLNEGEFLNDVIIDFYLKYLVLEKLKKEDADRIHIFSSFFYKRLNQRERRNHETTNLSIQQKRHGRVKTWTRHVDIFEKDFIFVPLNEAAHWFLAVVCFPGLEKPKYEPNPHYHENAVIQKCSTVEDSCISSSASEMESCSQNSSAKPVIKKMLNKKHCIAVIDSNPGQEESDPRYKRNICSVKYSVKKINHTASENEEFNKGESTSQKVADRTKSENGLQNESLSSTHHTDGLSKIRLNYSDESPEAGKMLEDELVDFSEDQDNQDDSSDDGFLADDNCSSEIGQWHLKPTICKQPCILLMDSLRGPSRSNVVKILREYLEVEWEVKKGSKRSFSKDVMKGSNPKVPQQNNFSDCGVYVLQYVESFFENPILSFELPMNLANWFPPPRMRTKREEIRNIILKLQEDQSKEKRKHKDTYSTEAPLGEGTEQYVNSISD
# SENP7 block: SENP7 protease inhibitors, primary screen, biochemical, luminescence, uHTS; AID 434973, 2010; 330,000 tested, 1.5% active; inhibition, % at 5 µM; Sentrin-specific protease 7 (Homo sapiens), Q9BQF6; recombinant SENP7, Z-RLRGG-aminoluciferin luminescence, 40 min;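 active means inhibition above about 50% at the single test dose, limit read from the data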;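 further: plate controls were DMSO with enzyme for no effect and no enzyme buffer wells for full effect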
# SENP8 block-1: SENP8 protease inhibitors, primary screen, biochemical, luminescence; inhibition, % at 10 µM; purified SENP8, Z-RLRGG-aminoluciferin cleavage; Sentrin-specific protease 8 (Homo sapiens), Q96LD8; AID 2540, 2010; 330,000 tested, 1.2% active; in the data active means inhibition above about 50%
# Apaf-1 inh: inhibitors of human Apaf-1 apoptosome, primary screen, biochemical, DEVD-Rh110 fluorescence, uHTS; reconstituted apoptosome caspase-3 activity; inhibition, % at 20 µM; 330,000 tested, 0.71% active; AID 489030, 2010; active means inhibition of at least 40% at 20 µM;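 further: plate controls were DMSO wells for no effect and DEVD-CHO caspase inhibitor wells for full effect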
#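 Material: biochemical Apaf-1 apoptosome reconstitution. Medium: Hepes buffer, pH 7.5. Also added: cytochrome c activation, bis-DEVD rhodamine 110 substrate. Timing: 30 min compound preincubation, 50 min activation, room temperature. Measured by: rhodamine 110 fluorescence at Ex 480/Em 540 nm.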
# SENP8 block-2: human SENP8 protease inhibitors, primary screen, biochemical, fluorescence, Nedd8 protein substrate, uHTS; Sentrin-specific protease 8 (Homo sapiens), Q96LD8; AID 602440, 2012; inhibition, % at 20 µM; recombinant SENP8; 360,000 tested, 0.64% active; in the data active means inhibition mostly above about 40%, no sharp cut-off; inactive means mostly below about 27%
# APOBEC3G inh: APOBEC3G DNA deaminase inhibitors, primary screen, biochemical, fluorescence, single-stranded DNA substrate, uHTS. DNA dC->dU-editing enzyme APOBEC-3G (Homo sapiens), Q9HC16. recombinant A3G, ssDNA deamination FAM/TAMRA fluorescence. inhibition, % at 20 µM. 330,000 tested, 0.28% active. AID 493012, 2011;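 active means inhibition of at least 40% at 20 µM, with no more than 30% in the related APOBEC3A deaminase screen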;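 further: plate controls were DMSO wells with A3G for no effect and wells lacking A3G enzyme for full effect; some compounds called inactive have numbers as strong as hits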
# Target sequence (Q9HC16 whole entry, looked up): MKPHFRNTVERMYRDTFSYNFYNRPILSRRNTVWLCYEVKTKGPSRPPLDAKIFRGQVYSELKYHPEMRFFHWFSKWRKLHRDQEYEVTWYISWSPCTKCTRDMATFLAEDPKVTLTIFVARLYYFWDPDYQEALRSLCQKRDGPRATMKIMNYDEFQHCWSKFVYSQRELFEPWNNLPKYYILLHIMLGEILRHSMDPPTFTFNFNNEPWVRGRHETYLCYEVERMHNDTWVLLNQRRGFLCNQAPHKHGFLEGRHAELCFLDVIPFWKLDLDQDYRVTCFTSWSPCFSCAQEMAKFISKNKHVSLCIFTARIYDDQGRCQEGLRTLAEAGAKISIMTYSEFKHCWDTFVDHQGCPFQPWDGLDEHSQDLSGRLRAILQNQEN
# SENP1 FRET inh: human SENP1 catalytic domain inhibitors, primary screen, biochemical, FRET, uHTS. inhibition, % at 10 µM. recombinant SENP1 catalytic domain, CyPet-SUMO1-YPet FRET cleavage. 360,000 tested, 0.21% active;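 active means inhibition at least 30% at 10 µM, raw YFP signal under a set limit, fluorescence ratio 0.5 to 1.5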;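 further: 0% = enzyme with DMSO and 100% = no enzyme wells; some results filed as inactive read as strong as hits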
#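 Test system: recombinant human SENP1 catalytic domain, His6-tagged / Medium: pH 8 Tris buffer with EDTA, NaCl, BME, BSA, NP40, catalase / Also added: SUMO1 FRET substrate flanked by Cypet and Ypet, 25 nM / Times: 50 min reaction at room temperature / Signal: FRET, CFP and YFP emission / Control set: no-enzyme low control and enzyme-plus-DMSO high control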
# * = called active by the depositor.
SMILES | UBC13 inh | SENP6 block | SENP7 block | SENP8 block-1 | Apaf-1 inh | SENP8 block-2 | APOBEC3G inh | SENP1 FRET inh
CCOC(=O)NC(=O)CSc1ccc(S(=O)(=O)N2CCCCC2)cn1 | -10 | -9 | 7 | -11 | 3 | 12 | -1 | 1
NNC(=O)c1cc2cc(OC(F)(F)F)ccc2[nH]1 | -7 | -14 | -6 | -5 | 8 | -10 | -6 | -1
CCN(CC(=O)Nc1ccc2c(c1)OCO2)S(=O)(=O)c1ccccc1 | -2 | -2 | 5 | 3 | 0 | 12 | -5 | 4
C/C(=N\NC(=O)c1cc(Br)ccc1O)c1ccccn1 | -17 | 87* | 56* | 78* | 0 | -88 | -2 | 0
S=C(NCc1ccco1)Nc1cccc(Cl)c1Cl | -3 | -23 | 4 | -4 | 4 | -5 | -8 | -1
Cc1cccc(Nc2ncc3c(n2)CC(c2ccco2)CC3=O)c1 (stereo unspecified) | 8 | -9 | -9 | -5 | 10 | -340 | -3 | 6
CC(=O)Nc1ccc(C(=O)COC(=O)C2CCCCC2)c(F)c1 | 17 | 78* | 58* | 57* | -7 | 1 | -8 | 1
Cc1[nH]c2ccc(C(C)C)cc2c1CC(=O)O | -3 | 4 | 1 | 4 | -11 | 7 | -7 | -39
COc1ccc(OC)c(S(=O)(=O)N2CCCC(N3CCN(c4ccccc4)CC3)C2)c1 (stereo unspecified) | -8 | -2 | 8 | -6 | 8 | 7 | -7 | 1
CC1(C(=O)O)CCC(C(=O)N2CCCCC2)C1(C)C (stereo unspecified) | 13 | -2 | -8 | 0 | -8 | 15 | -6 | 0
COC(=O)c1cc(S(=O)(=O)NCC2CCN(Cc3cc(C)ccc3C)CC2)cn1C | -7 | -6 | 0 | 3 | 5 | 5 | -2 | 1
Cc1ccc(S(=O)(=O)NCC(=O)OCC(=O)NCc2ccco2)cc1 | 16 | -22 | 0 | 12 | -8 | 7 | -9 | -2
COc1ccccc1N1C(=O)C=C(Sc2nc(C)cc(C)n2)C1=O | -18 | -10 | -1 | 0 | 15 | 10 | -1 | 7
Cc1ccc(O)c(NC(=O)c2onc(C)c2Cl)c1 | 8 | 2 | 18 | 11 | -1 | 21 | -8 | 3
CC(=O)Nc1ccc(NC(=O)COC(=O)Cc2c[nH]c3ccccc23)cc1 | 13 | 5 | -5 | 0 | -10 | 16 | -3 | 5
CN1CCN(S(=O)(=O)c2cccc(C(=O)NCCC3=CCCCC3)c2)CC1 | 9 | 2 | 6 | 0 | 23 | 8 | -8 | -1
O=C(O)CN1CCN(Cc2ccccc2F)C1=O | -11 | -19 | 4 | -2 | 2 | 8 | 7 | 2
Cc1cc(Cl)ccc1Oc1ncnc2oc(-c3ccccc3)cc12 | 17 | -16 | -15 | -16 | 14 | -117 | -8 | -36
COc1cc(CC(=O)OCC(=O)Nc2ccc3c(c2)OCCO3)cc(OC)c1OC | 8 | 9 | -5 | -1 | -20 | 1 | -6 | 0
CCCc1nc2oc(C(=O)c3ccccc3)c(N)c2c2c1COC(C)(C)C2 | -14 | -18 | -9 | -9 | 25 | -198 | 2 | -88
COc1ccc(CCC(=O)NC2CCCCC2)cc1 | -1 | 1 | 19 | -3 | -3 | 0 | -3 | 3
Cc1cccc(C)c1OCc1cc(C(=O)N(Cc2nccn2C)C(C)C)no1 | -4 | -12 | -16 | -10 | 4 | 5 | -7 | 0
O=C(CC1C(=O)NCCN1Cc1cccc(Oc2ccccc2)c1)NCCc1cscn1 (stereo unspecified) | 4 | -23 | -8 | -10 | 12 | -16 | -4 | -13
Cc1ccc(N(CC(=O)NCc2cccnc2)S(C)(=O)=O)cc1C | 7 | -3 | 7 | 8 | 6 | 11 | 3 | 0
COc1cccc(O)c1CN1CCC(C(=O)Nc2ccc(-c3cccc(C)c3)cc2)CC1 | 30 | 17 | -2 | 12 | 16 | 10 | -7 | 0
CN=C1CC(SC)=C1c1ccc(C)cc1 | 6 | 0 | -9 | -6 | -6 | 12 | -5 | -109
CCCCCCn1c(CN2CCN(CCO)CC2)nc2c1c(=O)n(C)c(=O)n2C | 2 | -2 | 3 | -2 | -3 | 18 | -11 | 3
CCOC(=O)C1CCN(C(=O)CN(C)S(=O)(=O)c2cc(C)ccc2OC)CC1 | 0 | -12 | -6 | -9 | 1 | 15 | -1 | 2
CCOC(=O)c1cc(C#N)c(SCC(=O)OC)[nH]c1=O | 0 | -14 | 12 | 3 | -31 | -316 | -1 | -11
COc1ccc(/C=C2\CC/C(=C\c3ccc(OC)c(OC)c3)C2=O)cc1OC | 13 | 4 | -4 | -2 | 20 | 23 | -6 | 8
O=S(=O)(c1ccccc1)c1cccc(S(=O)(=O)N2CCCCC2)c1 | 2 | -13 | 4 | -3 | 13 | 9 | -1 | 0
COc1ccc(/C=N/Nc2cc(C)nc(N3CCOCC3)n2)cc1OC | -1 | -4 | -1 | 7 | -12 | -7 | -8 | 2
Cc1noc(C)c1NC(=O)Nc1ccc2c(c1)C(=O)N([C@H](C)CO)C[C@H](C)[C@@H](CN(C)S(=O)(=O)c1ccc(F)cc1)O2 | 5 | 2 | 5 | -7 | 6 | 6 | 15 | -2
CCOC(=O)c1nnn(-c2nonc2NC(C)=O)c1C | -8 | -3 | -11 | -9 | 10 | 19 | -3 | 1
COc1cc(/C=N/Nc2ccccc2C(F)(F)F)ccc1O | -12 | 4 | 3 | -8 | -19 | 0 | 3 | -2
Fc1ccccc1C1CCN(Cc2nc(COc3ccccc3)no2)C1 (stereo unspecified) | -3 | -20 | -3 | -5 | 19 | 10 | -8 | -8
COc1cc(NC(=S)NC(=O)c2ccccc2F)ccc1NC(=O)c1cccs1 | -2 | 1 | 4 | -4 | 5 | 19 | -2 | 1
COc1ccc(Cn2c(-c3ccc(OC)cc3)nc3ccccc32)cc1 | -7 | -16 | 10 | -6 | 4 | 7 | 0 | 1
c1ccc(C(c2ccccc2)c2ccn[nH]2)cc1 | -3 | -7 | 9 | 4 | 8 | 12 | 8 | -12
COc1cccc(S(=O)(=O)N2CCN(Cc3ccc4c(c3)OCO4)CC2)c1 | -3 | 2 | 2 | -2 | 6 | 6 | -1 | 1
Cc1ccc(S(=O)(=O)c2nc(-c3ccccc3)oc2N2CCCC2)cc1 | -14 | 14 | 3 | 4 | -3 | 12 | -4 | 1
Cc1ccc(-n2sc3ccccc3c2=O)cc1S(=O)(=O)N1CCCCC1 | -10 | 14 | -5 | -4 | 12 | -3 | 75* | -14
N#Cc1ccc(CSc2nc(N)cc(=O)[nH]2)cc1 | 2 | -4 | 5 | 2 | 4 | 4 | -7 | -1
CCCCn1c(N)c(S(=O)(=O)c2ccc(C)cc2)c2nc3ccccc3nc21 | 4 | -9 | 4 | 4 | 1 | -394 | -6 | -91
CCOc1ncccc1C(=O)Nc1ccccc1N1CCOCC1 | -8 | 3 | 7 | -4 | 13 | 14 | 19 | 3
Cc1ccc(S(=O)(=O)c2nc(S(=O)(=O)c3ccc(C)cc3)c(NCc3ccco3)s2)cc1 | -14 | -13 | -10 | -7 | -11 | -1 | -4 | -1
COc1cc2c(cc1NC(=O)CCCN1C(=O)CCC1=O)oc1ccccc12 | -2 | 9 | -1 | -12 | -1 | 0 | -3 | 2
COCC(=O)Nc1sc2c(c1C(=O)OC)CCCC2 | 8 | -2 | 5 | 2 | 3 | -10 | -1 | -1
COC(=O)C1=NNC(C(=O)c2ccco2)C1c1ccc(OC)cc1 (stereo unspecified) | -1 | -11 | 1 | -5 | -1 | 5 | -17 | 0
CC(=O)N1CCC(O)(c2ccc3c(c2)OCO3)CC1 | 2 | 7 | 0 | 0 | -18 | 9 | -6 | 1
COc1ccc(NC(=O)CSc2nnc(-c3cccnc3)s2)cc1 | 2 | 19 | 0 | 1 | 1 | 3 | -5 | -1
CC(=O)Nc1ccc(-n2nnnc2SCC(=O)NCc2cccs2)cc1 | 3 | 5 | -3 | 5 | -11 | 2 | -5 | 1
COc1ccc2ccc(O)c(CN3CCN(S(=O)(=O)c4cc([N+](=O)[O-])ccc4C)CC3)c2c1 | -4 | 1 | 0 | -7 | -2 | 11 | -4 | 2
CCN(CC(=O)Nc1ccc(NC(C)=O)cc1)C(=O)C1CCCN(C(=O)c2ccc(Cl)cc2)C1 (stereo unspecified) | 8 | -11 | -5 | -9 | 1 | 2 | 5 | 1
CCCCN(C(=O)c1ccc([N+](=O)[O-])o1)c1c(N)n(CCCC)c(=O)[nH]c1=O | -4 | 6 | -5 | -5 | 7 | -20 | -7 | -30
COc1ccccc1CNC(=O)c1ccc(NC2=NC3CS(=O)(=O)CC3S2)cc1 (stereo unspecified) | 0 | -4 | 2 | 5 | 1 | 0 | -5 | 9

# In the list so far, 9 contain a furan ring, fused or not:
SMILES | UBC13 inh | SENP6 block | SENP7 block | SENP8 block-1 | Apaf-1 inh | SENP8 block-2 | APOBEC3G inh | SENP1 FRET inh
S=C(NCc1ccco1)Nc1cccc(Cl)c1Cl | -3 | -23 | 4 | -4 | 4 | -5 | -8 | -1
Cc1cccc(Nc2ncc3c(n2)CC(c2ccco2)CC3=O)c1 (stereo unspecified) | 8 | -9 | -9 | -5 | 10 | -340 | -3 | 6
Cc1ccc(S(=O)(=O)NCC(=O)OCC(=O)NCc2ccco2)cc1 | 16 | -22 | 0 | 12 | -8 | 7 | -9 | -2
Cc1cc(Cl)ccc1Oc1ncnc2oc(-c3ccccc3)cc12 | 17 | -16 | -15 | -16 | 14 | -117 | -8 | -36
CCCc1nc2oc(C(=O)c3ccccc3)c(N)c2c2c1COC(C)(C)C2 | -14 | -18 | -9 | -9 | 25 | -198 | 2 | -88
Cc1ccc(S(=O)(=O)c2nc(S(=O)(=O)c3ccc(C)cc3)c(NCc3ccco3)s2)cc1 | -14 | -13 | -10 | -7 | -11 | -1 | -4 | -1
COc1cc2c(cc1NC(=O)CCCN1C(=O)CCC1=O)oc1ccccc12 | -2 | 9 | -1 | -12 | -1 | 0 | -3 | 2
COC(=O)C1=NNC(C(=O)c2ccco2)C1c1ccc(OC)cc1 (stereo unspecified) | -1 | -11 | 1 | -5 | -1 | 5 | -17 | 0
CCCCN(C(=O)c1ccc([N+](=O)[O-])o1)c1c(N)n(CCCC)c(=O)[nH]c1=O | -4 | 6 | -5 | -5 | 7 | -20 | -7 | -30

# Single records, from the list above. Order of values: UBC13 inh, SENP6 block, SENP7 block, SENP8 block-1, Apaf-1 inh, SENP8 block-2, APOBEC3G inh, SENP1 FRET inh
# COc1ccc2ccc(O)c(CN3CCN(S(=O)(=O)c4cc([N+](=O)[O-])ccc4C)CC3)c2c1 reads -4, 1, 0, -7, -2, 11, -4, 2
# CCCCN(C(=O)c1ccc([N+](=O)[O-])o1)c1c(N)n(CCCC)c(=O)[nH]c1=O reads -4, 6, -5, -5, 7, -20, -7, -30

# High-throughput results (PubChem)
